SRC3 inh: human NCOA3 inhibition | inhibition, % at 3.6 µM | Q9Y6Q9 | 360,000 compounds, 0.17% hits | AID 588352 | HEK293 GAL4-SRC3 luciferase reporter, luminescence;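 active = inhibition above a per-campaign cutoff, the mean of all compounds plus 3 SD, cut at about 60% in these data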;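 note: 0% = DMSO-treated cells and 100% = gossypol-treated cells at 36 µM; higher means less SRC3-driven luciferase light from the GAL4 reporter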
CF NFkB inh: cystic fibrosis NF-kB activation inhibition; KKLEB NF-kB-GFP reporter, PAF-induced, GFP fluorescence overnight; inhibition, % at 5 µM; 360,000 compounds, 0.86% hits; AID 588850;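 active = at least 50% inhibition at 5 µM, scaled per plate between neutral and stimulator controls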;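 note: PAF is a Pseudomonas aeruginosa culture filtrate used as stimulus; plate controls were PAF-stimulated DMSO wells for no effect and unstimulated DMSO wells for full effect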
NR2F2 inh: NR2F2 (human) inhibition, primary screen; P24468; HEK293T NGFI-A luciferase reporter, luminescence; inhibition, % at 8.6 µM; 370,000 compounds, 0.7% hits; AID 686940;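 active = inhibition above a per-plate cutoff, mean inhibition of test wells between control levels plus 3 SD, cut at about 38% in these data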;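 note: cells cotransfected with COUP-TFII expression vector driving the NGFI-A reporter; 0% = median of COUP-TF2 test wells and 100% = reporter-only cells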
Target sequence (P24468 whole entry, looked up): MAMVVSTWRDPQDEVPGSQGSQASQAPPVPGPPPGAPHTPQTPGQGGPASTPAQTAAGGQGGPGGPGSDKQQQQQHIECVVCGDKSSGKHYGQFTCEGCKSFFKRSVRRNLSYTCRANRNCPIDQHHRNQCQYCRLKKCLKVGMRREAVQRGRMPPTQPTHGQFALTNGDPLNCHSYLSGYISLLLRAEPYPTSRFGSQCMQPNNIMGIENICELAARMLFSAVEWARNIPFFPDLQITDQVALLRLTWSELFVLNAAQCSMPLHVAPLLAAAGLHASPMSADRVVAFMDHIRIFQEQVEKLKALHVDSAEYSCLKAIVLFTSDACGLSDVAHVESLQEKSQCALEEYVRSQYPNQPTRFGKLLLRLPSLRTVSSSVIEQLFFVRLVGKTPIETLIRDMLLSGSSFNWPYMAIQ
LMP1 NFkB inh: reduces LMP1-driven NF-kappaB luciferase signal; AID 504558; LMP1-induced NF-kappaB luciferase reporter cells, luminescence; 350,000 compounds, 0.69% hits; inhibition, % at 12.5 µM; in the data active = inhibition above about 41%;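 note: 0% = neutral control wells and 100% = reference inhibitor control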
TROY signal inh: TROY signaling inhibition; AID 1347056; 360,000 compounds, 0.98% hits; Q293 LMP1-TROYcd NF-kB luciferase reporter, 4 h; inhibition, % at 10 µM;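 active = compounds whose plate-normalised and pattern-corrected inhibition of the luciferase reporter signal at the single screening dose is 50% or more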
NCOA2 inhibitor: human SRC2 (NCOA2) inhibition | 370,000 compounds, 0.17% hits | AID 651957 | HEK293 GAL4-SRC2 luciferase reporter, luminescence | inhibition, % at 9 µM | Q15596;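 active = inhibition above the mean inhibition of all tested compounds plus 3 SD, set per campaign, cut at about 52% in these data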;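 note: 0% = DMSO treated cells and 100% = cells given Gossypol at 36 µM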
TWEAK Fn14 block: TWEAK-Fn14 signaling inhibition. TWEAK-stimulated Fn14 reporter cells, luciferase luminescence, 8 h. inhibition, % at 10 µM. 360,000 compounds, 2% hits. AID 1159606; in the data active = inhibition above about 50%
KKLEB tox: counter-screen for CF NF-kB inhibitors: cytotoxicity. AID 602141. 360,000 compounds, 0.36% hits. KKLEB CF airway cells viability, ATPlite luminescence, overnight; stronger effect = lower value; cells stimulated with P. aeruginosa culture filtrate. activity change (cytotoxicity), % at 5 µM;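 active = corrected activity change at or below -50% at 5 µM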
C8 TRAIL sens: sensitizes caspase-8 expressing cells to TRAIL; NB7+C8 cells + TRAIL, ATPlite viability luminescence; inhibition (viability loss, TRAIL sensitization), % at 10 µM; 360,000 compounds, 1% hits; AID 624354;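 active = compounds causing at least 50% loss of cell viability in the single-dose screen, relative to plate controls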
NR5A2 inv ag: NR5A2 inverse agonism in reporter assay; O00482; 360,000 compounds, 0.13% hits; inhibition, % at 3.6 µM; HEK293T StAR-luciferase reporter, LRH-1 transfected, 24 h;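 active = inhibition above the mean inhibition of all tested compounds plus 3 SD, cut at about 73% in these data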;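 note: 0% = DMSO wells and 100% = reporter-only cells lacking LRH-1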
Target sequence (O00482 whole entry, looked up): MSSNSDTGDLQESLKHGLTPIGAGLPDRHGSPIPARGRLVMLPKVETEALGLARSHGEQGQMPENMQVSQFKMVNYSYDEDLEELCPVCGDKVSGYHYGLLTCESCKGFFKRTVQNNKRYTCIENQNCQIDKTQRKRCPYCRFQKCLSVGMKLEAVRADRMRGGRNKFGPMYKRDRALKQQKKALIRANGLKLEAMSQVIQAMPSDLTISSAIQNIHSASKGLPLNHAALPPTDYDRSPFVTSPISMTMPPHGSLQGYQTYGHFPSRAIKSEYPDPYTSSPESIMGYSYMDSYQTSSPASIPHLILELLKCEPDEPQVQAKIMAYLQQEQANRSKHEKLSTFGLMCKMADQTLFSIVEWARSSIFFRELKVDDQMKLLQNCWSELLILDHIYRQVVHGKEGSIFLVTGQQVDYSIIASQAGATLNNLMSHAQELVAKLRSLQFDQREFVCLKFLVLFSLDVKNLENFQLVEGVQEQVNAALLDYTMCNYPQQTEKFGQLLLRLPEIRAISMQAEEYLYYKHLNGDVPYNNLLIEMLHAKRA
SRC1 inh: human NCOA1 inhibition. Q15788. HEK293 GAL4-SRC1 luciferase reporter, luminescence. inhibition, % at 3.6 µM. 360,000 compounds, 0.12% hits;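 active = inhibition above the campaign mean plus 3 SD, with each screening campaign given its own cutoff, cut at about 60% in these data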;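 note: 0% = DMSO treated cells and 100% = gossypol at 36 µM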
An asterisk follows results filed as active; · = not tested or not shown.

SMILES	SRC3 inh	CF NFkB inh	NR2F2 inh	LMP1 NFkB inh	TROY signal inh	NCOA2 inhibitor	TWEAK Fn14 block	KKLEB tox	C8 TRAIL sens	NR5A2 inv ag	SRC1 inh
O=[N+]([O-])c1ccc(Cl)c(CN2CCN(c3ncccn3)CC2)c1	7	10	-9	3	-7	5	-12	-14	-1	3	-8
CCC(=O)N1CCN(c2ccc(NC(=O)c3ccccc3)cc2)CC1	-23	-2	-7	-8	-37	-41	-23	1	-7	-20	-62
O=C(Nc1ccc(S(=O)(=O)N2CCCC2)cc1)c1c(F)cccc1F	11	-2	7	1	12	-10	-13	4	-3	-1	-52
O=C(Cn1nc(Cc2cccnc2)c2ccccc2c1=O)NCc1ccc2c(c1)OCO2	6	6	3	2	0	9	-7	-8	-4	-3	4
O=C(Nc1ccccc1Cl)C1C(c2ccccc2)C1(Cl)Cl (stereo not drawn)	3	-3	1	-4	3	32	3	-9	4	7	-31
FC(F)Sc1ccc(NC(=S)N2CCN(c3ccccn3)CC2)cc1	13	6	7	9	12	-1	56*	-1	7	3	-3
CC(C)c1nnc(NC(=O)C2CCCN2C(=O)Nc2ccccc2[N+](=O)[O-])s1 (stereo not drawn)	11	0	8	-2	2	-5	-12	-3	-26	11	-8
O=C(CSc1ncnc2c1oc1ccccc12)Nc1ccccc1F	-1	-10	10	-1	16	-16	1	-5	-6	-9	0
Cc1c(Cl)c([N+](=O)[O-])nn1CCCC(=O)Nc1cccc(O)c1	8	-2	-21	1	8	-19	-6	-1	-2	0	-8
COc1ccc(N(C(C)C(=O)Nc2ccc(S(=O)(=O)N3CCOCC3)cc2)S(C)(=O)=O)cc1 (stereo not drawn)	2	-7	10	-2	7	-3	31	1	-2	1	-21
CCSc1ccc2nnc(-c3cccc(F)c3)n2n1	30	-7	16	4	6	33	6	4	10	3	-12
Cn1c(=O)cc(SCC(=O)Nc2ccc3c(c2)OCO3)c2ccccc21	5	-5	-9	6	7	-6	1	8	-14	-12	4
COC(=O)c1ccc(NC(=S)NCCc2ccccc2C)cc1	18	-6	-1	-3	12	8	11	6	-1	-27	-9
CCOc1ccccc1-n1c(SCC(N)=O)nnc1-c1ccccc1	-15	11	0	-2	12	2	-5	-1	-24	-1	2
O=C(Nc1ccc(C(=O)N2CCOCC2)cc1)c1cccs1	-16	6	4	0	-11	0	2	0	-12	-4	-14
Cc1cccc(N2CC(C(=O)Nc3nnc(SCC(=O)NCC4CCCO4)s3)CC2=O)c1 (stereo not drawn)	-7	4	13	4	3	-12	0	-7	-12	11	-14
Cn1c(Br)nc2c1c(=O)n(Cc1ccccc1)c(=O)n2C	1	-11	-16	6	-2	5	27	-7	15	1	6
CC1CN(S(=O)(=O)c2cc(C(=O)NCCC3=CCCCC3)ccc2Cl)CC(C)O1 (stereo not drawn)	-57	17	-19	-1	-4	-51	29	-12	18	-40	-43
CCOc1ccc(OCCCCn2ccnc2)cc1	-12	-11	4	-9	-11	0	-27	0	6	22	-7
O=C(CSc1cccc(C(F)(F)F)c1)NCc1ccccc1	19	9	17	-12	-9	15	5	10	1	-1	3
COC(=O)C1=C(C)N(CCCC(=O)O)C(=O)NC1c1ccc2c(c1)OCO2 (stereo not drawn)	-4	9	-1	1	6	2	-13	-6	1	7	-18
CCC1(c2ccc(Cl)cc2)NC(=O)N(CC(=O)NC2CCCCCC2)C1=O (stereo not drawn)	-5	22	2	-8	-4	-16	-15	-12	2	4	-19
Cc1nc2scc(-c3ccc(Cl)cc3)c2c(=O)o1	-35	-18	-9	0	-31	-12	-12	28	4	-33	-32
COc1ccc(CC(=O)OCC(=O)NC(=O)NC2CCCC2)cc1	3	8	-6	-2	2	0	2	5	0	-16	2
Cc1cccc(N2CCN(CC3CCCCC3)CC2)c1C	-4	12	-1	2	-7	-5	-4	-11	32	18	4
O=C(Nc1nncs1)C1CCCC1	13	8	9	-11	-16	2	12	-2	-12	-5	7
O=S(=O)(NCc1ccccc1Cl)c1cnc[nH]1	29	7	-1	3	3	-18	-2	5	-5	-1	9
CCOc1ccc(/C=N/Nc2nc(N3CCCC3)nc(N3CCCC3)n2)cc1OC	2	-4	16	2	-9	-25	-2	4	-17	-2	-8
CCOC(=O)Nc1cccc(NC(=O)c2ccccc2F)c1	-4	3	20	6	-5	-1	0	-3	11	1	-25
COC(=O)C1=C2SC(C)C(=O)N2C(N)=C(C#N)C1c1ccc(OC)c(OC)c1 (stereo not drawn)	0	1	-1	-5	2	-52	-16	3	-6	9	0
CCOC(=O)C1CCN(C(=O)Nc2ccc(OCc3ccccc3)cc2)CC1	-2	-8	11	-1	-10	8	-12	2	-4	21	-12
COc1cc(-c2cc(-c3nnco3)c3ccccc3n2)cc(OC)c1OC	7	-58	-1	-1	-9	12	-13	-4	7	11	-1
O=C(Nc1cccc(S(=O)(=O)Nc2ccc(Cl)cc2)c1)c1ccc(Cl)nc1	22	-2	82*	14	53*	24	80*	10	40	58	-9
CCCS(=O)(=O)NC(=O)C1(C)CCN(C(=O)c2ccco2)C1 (stereo not drawn)	-1	19	-11	·	-8	-10	21	-10	-6	-12	11
CCOC(=O)C1CCN(c2nc(-c3ccccc3)nc3c2oc2ccccc23)CC1	0	-15	3	-10	12	-18	4	7	14	-2	2
CCc1ccc(-c2cc(C(F)(F)F)n3nc(C(=O)Nc4cnn(Cc5ccccc5C)c4)cc3n2)s1	6	29	15	4	23	-8	-58	-35	1	-6	-13
Cc1ccc(CNC(=O)C(CCC(N)=O)NC(=O)OCc2ccccc2)cc1 (stereo not drawn)	2	3	-8	0	17	-9	7	4	-1	9	14
Cc1cccc(NC(=O)COc2nsnc2N2CCOCC2)c1	-1	9	-2	-13	-14	4	-6	0	-3	2	-7
CC[C@]12c3[nH]c4ccccc4c3CCN1C(=O)C(CC(=O)NC/C=C(\C)CCC=C(C)C)C[C@@H]2C(=O)N1CCN(C(=O)c2ccco2)CC1 (stereo partly drawn)	-3	-1	20	-7	25	-5	29	1	-3	-5	9
COc1cc(=O)[nH]c(SCc2c(F)c(F)c(F)c(F)c2F)n1	8	7	-16	4	-3	15	-8	7	10	-3	-12
O=C(c1ccc2c(c1)OCO2)C1CCCN(Cc2c(F)ccc(F)c2F)C1 (stereo not drawn)	9	-14	-5	6	-18	7	-8	1	1	6	4
Cc1cc(=O)c(C(=O)O)nn1-c1ccccc1	14	7	-5	3	-14	8	4	3	-5	8	-4
CCN(CC(=O)NC(C)C)C(=O)CCNC(=O)c1ccc(Cl)cc1	4	21	-1	3	-11	-1	8	-11	1	22	-13
O=C(COc1ccc(Cl)cc1)NCc1nnc(SCC(=O)NCC2CCCO2)o1 (stereo not drawn)	9	15	-8	-9	-6	-5	2	-6	4	-12	-24
CC(O)(c1ccccc1)c1nc(-c2ccccc2)cs1 (stereo not drawn)	9	-32	14	·	-21	-8	24	9	-9	-10	2
CCO[C@H]1OC(C(=O)NCc2nc3ccccc3[nH]2)=C[C@@H](C2CC2)[C@@H]1CCCO	8	20	-18	4	24	-5	17	-14	27	0	-6
O=C(Cc1ccccc1F)NCC(=O)Nc1ccccc1Br	-16	0	-17	0	-26	-20	-7	-3	3	-19	-1
Cc1cccc(NC(=O)CN2CCC(C(=O)c3ccc4c(c3)OCCO4)CC2)c1	9	1	19	7	30	16	0	3	15	12	-9
CNC(=O)C(=O)NCCC1CCCCN1S(=O)(=O)c1cccs1 (stereo not drawn)	15	-16	-17	-1	15	-12	14	-16	7	3	-3
COc1ccccc1NC(=O)CSc1nnc(COc2ccc(Cl)cc2)n1Cc1ccco1	-16	-9	14	-5	-8	2	23	3	-6	-4	5
Next structures
SMILES	SRC3 inh	CF NFkB inh	NR2F2 inh	LMP1 NFkB inh	TROY signal inh	NCOA2 inhibitor	TWEAK Fn14 block	KKLEB tox	C8 TRAIL sens	NR5A2 inv ag	SRC1 inh
CC(=O)c1c(C)nc(-c2ccc(Cl)cc2)nc1N=CN(C)C	-111	-3	-39	-27	-43	-45	-7	-8	-9	-113	-107
CC(=O)c1cc(NC(=O)c2ccccc2)c(=O)oc1/C=C/N(C)C	7	-7	5	-2	7	-22	-20	-7	-11	-13	-19
CCc1nc(OCC(=O)c2ccccc2)c(C#N)c2c1COC(C)(C)C2	21	7	-10	5	18	-28	24	3	4	-4	-3
CCOC(=O)N1CCC(Nc2c(NCCCN3CCN(c4ccc(OC)cc4)CC3)c(=O)c2=O)CC1	8	-6	9	-1	-11	6	-11	9	22	-12	2
CC(C)(O)C#Cc1ccc(C(=O)N2CCN(C(=O)c3ccco3)CC2)cc1	7	-11	-1	4	5	3	-4	3	9	1	-9
COc1ccc(-c2cc(N)n(S(=O)(=O)Cc3ccccc3)n2)c(OC)c1	-17	-11	0	-1	-1	-20	3	-4	-11	-9	-36
Cc1ccc(C(=O)Nc2ccc(N3CCOCC3)cc2)cc1	-49	4	-46	-14	-25	-52	-7	-7	6	-74	-58
O=C(CSc1ccc(-c2cccnc2)nn1)Nc1ccc(Br)cc1	16	-11	20	2	5	15	6	11	16	27	-24
COc1cc2[nH]c(=O)n(CCCCCC(=O)NCCCN3CCCC3=O)c(=O)c2cc1OC	-8	-2	15	6	-1	36	9	44	10	5	-9
CC(c1ccccc1)n1c(-c2ccccc2F)n[nH]c1=S (stereo not drawn)	12	10	6	-1	7	-24	5	-2	-13	7	-19
CCOc1ccc(N(CC(=O)Nc2ccccc2F)S(=O)(=O)c2c(C)[nH]c(=O)[nH]c2=O)cc1	10	-3	-2	-1	5	8	-2	8	-2	3	-17
O=C(C1CCC1)N1CCc2cc(S(=O)(=O)NC3CCCC3)ccc21	30	-2	-5	11	-1	1	16	-1	10	14	-22
OC(c1ccccc1)c1nc(-c2cncnc2)cs1 (stereo not drawn)	1	-22	3	·	-15	-7	-25	2	-17	-11	7
CCOc1ccc(CCNC(=O)CS(=O)(=O)Cc2nc(-c3ccccc3F)oc2C)cc1	16	-3	34	3	25	-5	-6	4	35	17	8
COCCCn1c(=O)/c(=C\c2ccccc2OC(C)C)s/c1=C(/C#N)C(=O)Nc1ccc(C(=O)O)cc1	-3	-6	8	-1	14	11	10	13	0	13	6
C=CCN1C=C(C(=O)c2ccccc2)C(=O)CC1	-2	4	7	36	-6	6	1	0	-2	12	-3
COc1ccc(Cl)cc1-c1nc(-c2ccc(NC(=O)c3ccncc3)cc2)no1	-1	-28	-2	2	0	12	19	2	18	-26	0
CC1(C)C2CC=C(/C=N/NC(=O)c3ccccc3Br)C1C2 (stereo not drawn)	2	-9	7	6	-31	0	-16	0	-7	2	18
O=C(NCc1cccs1)C1CCN(c2ccc(S(=O)(=O)N3CCOCC3)cc2Cl)CC1	18	30	11	15	30	17	-1	-35	1	34	-3

Arranged by the number under NR5A2 inv ag (falling): 3 of the compounds above
molecule	NR5A2 inv ag
COCCCn1c(=O)/c(=C\c2ccccc2OC(C)C)s/c1=C(/C#N)C(=O)Nc1ccc(C(=O)O)cc1	13
OC(c1ccccc1)c1nc(-c2cncnc2)cs1 (stereo not drawn)	-11
COc1ccc(Cl)cc1-c1nc(-c2ccc(NC(=O)c3ccncc3)cc2)no1	-26
